Screens as filed in PubChem.
Mtb UGM inh: M. tuberculosis UGM enzyme inhibitors, primary screen, biochemical, fluorescence polarization, single point; UDP-galactopyranose mutase (Mycobacterium tuberculosis (strain ATCC 25618 / H37Rv)), …; purified UGM, fluorescence polarization probe displacement; inhibition, % at 10 µM; 320,000 compounds, 0.06% hits; in the data active means inhibition above about 10%, passing the limit was not always enough; inconclusive means no clear call, values can overlap the other calls
Target sequence (P9WIQ1 whole entry, looked up): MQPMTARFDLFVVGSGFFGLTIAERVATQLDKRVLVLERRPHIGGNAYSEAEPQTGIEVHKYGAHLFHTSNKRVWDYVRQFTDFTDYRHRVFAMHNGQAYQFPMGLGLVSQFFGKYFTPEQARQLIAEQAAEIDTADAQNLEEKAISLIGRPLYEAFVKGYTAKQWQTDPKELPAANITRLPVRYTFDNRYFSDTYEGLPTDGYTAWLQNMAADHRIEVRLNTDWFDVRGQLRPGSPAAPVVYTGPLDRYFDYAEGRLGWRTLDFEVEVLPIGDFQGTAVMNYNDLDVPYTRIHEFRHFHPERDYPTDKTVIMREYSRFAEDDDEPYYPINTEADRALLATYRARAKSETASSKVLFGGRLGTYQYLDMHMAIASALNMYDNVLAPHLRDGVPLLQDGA
GDH-TPI counter: GDH-TPI coupling enzyme inhibitors, primary screen, artefact control for M. tuberculosis FBA inhibitor project, biochemical, absorbance, full deck; GDH-TPI coupled enzyme counterscreen, NADH absorbance; inhibition, % at 4.8 µM; 360,000 compounds, 1.2% hits; AID 588335, 2011; in the data active means inhibition above about 30%;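 further: 0% = DMSO wells and 100% = wells lacking the enzyme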
FBA Mtb inh: Mtb FBA enzyme inhibitors, primary screen, biochemical, fluorescence, strain H37Rv | Fructose-bisphosphate aldolase (Mycobacterium tuberculosis (strain ATCC 25618 / H37Rv)), … | purified M. tuberculosis FBA, fluorescence read-out | inhibition, % at 1 µM | 360,000 compounds, 2.3% hits | AID 588726, 2011; in the data active means inhibition above about 27%;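 further: 0% = vehicle and 100% = reference inhibitor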
Target sequence (P9WQA3 whole entry, looked up): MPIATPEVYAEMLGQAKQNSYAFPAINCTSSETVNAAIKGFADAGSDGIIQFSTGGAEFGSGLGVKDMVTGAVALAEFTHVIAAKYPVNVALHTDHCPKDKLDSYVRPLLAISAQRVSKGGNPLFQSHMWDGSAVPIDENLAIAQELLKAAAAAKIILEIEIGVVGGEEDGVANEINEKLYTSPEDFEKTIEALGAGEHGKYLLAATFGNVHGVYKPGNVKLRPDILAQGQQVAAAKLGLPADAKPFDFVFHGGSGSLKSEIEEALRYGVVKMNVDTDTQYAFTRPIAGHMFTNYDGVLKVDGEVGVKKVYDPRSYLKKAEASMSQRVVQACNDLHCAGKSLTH
PrPC TRFRET: inhibitors of human cell surface prion protein PrPC, primary screen, cell-based, TR-FRET; 370,000 compounds, 0.43% hits; inhibition, % at 13.8 µM; TR-FRET read-out; Major prion protein (Homo sapiens), P04156; AID 720596, 2013; in the data active means inhibition above about 24%; further: 0% = median of the test wells and 100% = reference compound wells
MazEF act: activators of E. coli MazEF toxin-antitoxin RNase, primary screen, biochemical, fluorescence, uHTS; AID 504720, 2011; activation, % at 20 µM; FAM/BHQ RNA-DNA oligo cleavage fluorescence, 5 h; Endoribonuclease toxin MazF (Escherichia coli (strain K12)), P0AE70; 350,000 compounds, 0.32% hits; in the data active means activation above about 50%
Target sequence (P0AE70 whole entry, looked up): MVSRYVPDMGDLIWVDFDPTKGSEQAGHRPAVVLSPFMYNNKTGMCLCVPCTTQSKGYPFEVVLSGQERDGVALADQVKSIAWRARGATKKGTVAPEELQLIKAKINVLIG
FadD28 binding: inhibitors of FadD28 bisubstrate probe binding, primary screen, biochemical, fluorescence polarization, single point; Mycobacterium tuberculosis FadD28 fatty-acid-AMP ligase; inhibition, % at 12.5 µM; 360,000 compounds, 0.22% hits; AID 588549, 2011; in the data active means inhibition above about 8.5%, passing the limit was not always enough; inconclusive means no clear call, values can overlap the other calls
Rv3671c protease: Rv3671c serine protease inhibitors, primary screen, biochemical, fluorescence polarization, M. tuberculosis H37Rv. P9WHR9. inhibition, % at 5.96 µM. 320,000 compounds, 0.048% hits; in the data active means inhibition above about 38%;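 further: extracellular domain of Rv3671c used as enzyme; 0% = enzyme with DMSO and 100% = no enzyme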
BoNT F protease: BoNT/F light chain protease inhibitors, primary screen, biochemical, flow cytometry, MLPCN library | inhibition, % at 10 µM | 360,000 compounds, 0.22% hits | Multiplex microsphere protease cleavage assay; in the data active means inhibition above about 35%, passing the limit was not always enough; inconclusive means no clear call, values can overlap the other calls; further: plate controls were buffer without enzyme for full effect and enzyme alone for no effect
Mtb BioA inh: M. tuberculosis BioA enzyme inhibitors, primary screen, biochemical, plate reader, single point, HTS; 7,8-diaminopelargonic acid synthase BioA (Mycobacterium tuberculosis); inhibition, % at 9.99 µM; purified M. tuberculosis BioA enzyme; 360,000 compounds, 0.096% hits; AID 602481, 2012; in the data active means inhibition above about 40%; inconclusive means no clear call, values can overlap the other calls
Numbers without * were called inactive; ? = inconclusive; . = not tested or not shown.

The opening 4 compounds, ahead of the listing:
Screens in order: Mtb UGM inh, GDH-TPI counter, FBA Mtb inh, PrPC TRFRET, MazEF act, FadD28 binding, Rv3671c protease, BoNT F protease, Mtb BioA inh
(1) CCOc1cc(NC(=O)C2CCCO2)c(OCC)cc1NC(C)=O (stereo unspecified)
  0.3, 13, -1, 2, 1, 0.7, -9, -8, -1.5
(2) CCN(CC)C(=O)CCn1nc(-c2ccc(C)cc2)c2ccccc2c1=O
  -1.8, 9, -4, ., 0, -3.9, -25, -2, 3.4
(3) Cc1ccccc1NC(=O)Cn1nnc2sc3c(c2c1=O)CC(C)(C)OC3
  0.8, 9, -2, -3, 3, -0.2, 2, ?, .
(4) O=C(Nc1nc(-c2ccc(F)cc2)cs1)c1cccnc1
  1.5, 2, -3, 4, 13, -0.6, -8, 0, 0.4

The listing, from the first entry:
Screens in order: Mtb UGM inh, GDH-TPI counter, FBA Mtb inh, PrPC TRFRET, MazEF act, FadD28 binding, Rv3671c protease, BoNT F protease, Mtb BioA inh
(1) CCOc1cc(NC(=O)C2CCCO2)c(OCC)cc1NC(C)=O (stereo unspecified)
  0.3, 13, -1, 2, 1, 0.7, -9, -8, -1.5
(2) CCN(CC)C(=O)CCn1nc(-c2ccc(C)cc2)c2ccccc2c1=O
  -1.8, 9, -4, ., 0, -3.9, -25, -2, 3.4
(3) Cc1ccccc1NC(=O)Cn1nnc2sc3c(c2c1=O)CC(C)(C)OC3
  0.8, 9, -2, -3, 3, -0.2, 2, ?, .
(4) O=C(Nc1nc(-c2ccc(F)cc2)cs1)c1cccnc1
  1.5, 2, -3, 4, 13, -0.6, -8, 0, 0.4
(5) CCOC(=O)c1cnc2c(CC)cccc2c1NCCCN1CCOCC1
  1.3, 7, -1, -6, 4, -2.1, 5, ?, -3.2
(6) CC1CN(C(=O)COC(=O)c2cccc(S(=O)(=O)N3CCc4ccccc43)c2)CC(C)O1 (stereo unspecified)
  -0.1, 5, -1, 6, -8, -2.9, 2, -1, 1.2
(7) CCc1cc(=O)oc2cc3oc(C)c(C)c3cc12
  0.6, 0, 3, -7, 5, -2.5, -17, 5, 0.2
(8) COc1ccccc1NC(=O)CCC(=O)OCC(=O)c1ccc(C)c([N+](=O)[O-])c1
  -2.8, 0, 1, 2, 3, -3.1, -1, 5, -0.4
(9) CCCCn1c(-c2ccc(OC(F)F)cc2)nc2c1c(=O)[nH]c(=O)n2CC(C)C
  1.1, 16, 0, 8, 8, -0.4, 5, -4, 0.6
(10) CCC(=O)N(CCc1ccccc1)Cc1cc2ccc(OC)cc2[nH]c1=O
  2.3, 12, 2, 3, -6, 0.4, 17, -17, .
(11) CCn1nnnc1SCC(=O)Nc1cccc(NC(C)=O)c1
  -0.8, 17, -1, 2, -4, -0.4, 5, 7, 1.0
(12) O=C1OCCC1=COCCCCOC=C1CCOC1=O
  ., 8, 2, 1, 3, -2.1, ., -4, 1.6
(13) COc1cc2cc(CN(Cc3cccs3)C(=S)Nc3ccc(C)cc3)c(=O)[nH]c2cc1OC
  -0.6, 7, 7, 10, -7, -1.7, -102, -14, .
(14) Cc1ccc(Nc2c3c(nc4ncnn24)CCC3)cc1
  0.7, 8, 2, 6, 3, 1.8, 2, -2, 3.8
(15) CC(=O)N1CCN(c2ccc(NC(=O)c3cccc(OCc4ccccc4)c3)cc2)CC1
  -1.4, 6, -2, 7, -8, -0.1, -3, -6, 1.2
(16) Cc1cc(NS(=O)(=O)c2ccc(NC(=O)Cc3ccc(Cl)c(Cl)c3)cc2)no1
  ., -2, -2, -6, 9, -4.0, ., -4, -1.2
(17) CC1CCCC(C)N1C(=O)COC(=O)CSc1ccc([N+](=O)[O-])cc1 (stereo unspecified)
  ., 8, 2, -12, 0, -2.2, ., -9, -0.9
(18) O=C(Nc1ccc(S(=O)(=O)Nc2ncccn2)cc1)C1COc2ccccc2O1 (stereo unspecified)
  -0.6, 1, -1, 6, -9, -0.7, 0, 0, .
(19) Cc1ccc2[nH]c3nc(SCCN4CCOCC4)nnc3c2c1
  -3.8, 9, -1, -12, 8, -3.2, -5, -6, .
(20) Cn1c(=O)cc(OCCCC(=O)NCc2cccnc2)c2ccccc21
  0.9, -8, 5, -1, 8, -2.8, -2, -1, .
(21) O=C(c1ccccc1Sc1cccc2ccccc12)N1CCOCC1
  -0.7, -5, -1, -6, -4, -5.2, -1, 14, -1.7
(22) O=C(O)CCC(=O)Nc1cccc(C(=O)Nc2ccc(Br)cc2)c1
  -0.2, 0, -3, -1, -9, -4.9, -3, -4, 9.0
(23) COc1cccc(CCNS(=O)(=O)CCNC(=O)c2cccc(OC)c2)c1
  -1.2, 0, 0, -5, -2, -2.2, -7, -12, .
(24) CCOc1cccc(/C=C/c2cc(C(=O)O)c3ccccc3n2)c1OC
  3.5, 48*, -8, ., 1, 0.1, -3, -4, -2.4
(25) CN(c1ccccc1)S(=O)(=O)c1cccc(C(=O)NC2CC(C)(C)NC(C)(C)C2)c1
  -1.1, -4, 3, 0, -6, -0.9, -5, -11, -6.3
(26) CC1CCCCN1CCNC(=O)c1cnn2ccccc12 (stereo unspecified)
  0.6, 16, 40*, -1, 10, 0.2, 4, -1, -3.8
(27) O=C(NCCCN1CCCCC1)C1CC(=O)N(CCc2ccccc2)C1 (stereo unspecified)
  0.3, 2, -1, -1, 5, 0.8, 3, -1, 0.3
(28) Cc1ccc(-c2cn3cc(C)ccc3n2)cc1
  -1.3, 20, 56*, 2, 2, -1.4, 4, -2, .
(29) O=C(NC(=S)Nc1ccc(N2CCN(C(=O)c3ccccc3)CC2)cc1)c1cccs1
  -1.5, 1, -1, 7, 11, -3.1, 5, -10, 1.6
(30) N/C(=N\c1nc2c(c(=O)[nH]1)CCCC2)Nc1ccccc1Sc1ccccc1
  -0.2, -15, 2, 1, -4, -4.5, -1, -14, -0.6

31. COc1ccc(S(=O)(=O)NN(C)C(=O)c2nn(-c3ccccc3)ccc2=O)cc1
32. C[C@@H](C(=O)NCc1ccco1)N1C(=O)N2CCc3c([nH]c4ccccc34)[C@@]2(C)C1=O
33. N#Cc1ccc(N2CCOCC2)c([N+](=O)[O-])c1
34. CC(C)CC(=O)Nc1ccc(C(=O)COC(=O)C2CC(=O)N(Cc3ccccc3)C2)cc1 (stereo unspecified)
35. O=C(CCSc1nccn1Cc1ccccc1)N1CCOCC1
36. CN(C)C(=O)Oc1ccc(Cl)c2ccccc12

assay / entry	31	32	33	34	35	36
Mtb UGM inh	1.3	0.5	-1.4	.	1.1	-1.1
GDH-TPI counter	5	4	-4	3	-9	8
FBA Mtb inh	5	-3	-2	1	2	5
PrPC TRFRET	-6	-3	-18	4	10	0
MazEF act	15	-32	10	3	-2	6
FadD28 binding	-2.4	-2.7	-2.1	-1.7	1.7	-1.0
Rv3671c protease	4	-2	0	0	0	4
BoNT F protease	2	-3	-6	-8	7	-9
Mtb BioA inh	0.6	0.1	.	-1.4	.	2.4

37. CCOc1ccc(/C=C2/SC(=S)N(C(C(=O)O)c3ccccc3)C2=O)cc1OCC (stereo unspecified)
38. CCCCC(=O)NC(=S)Nc1cccc(NC(=O)c2ccco2)c1
39. O=C(CN1CCN(c2ncccn2)CC1)Nc1ccccc1-n1cccc1
40. C=CCn1c(SCC(=O)Nc2ccc(F)cc2F)nc2c([nH]c3ccccc32)c1=O
41. COc1ccc(C(=S)N2CCOCC2)cc1OS(=O)(=O)c1ccccc1[N+](=O)[O-]
42. Cc1noc(C)c1C(=O)OCC(=O)NCCc1ccccc1

assay / entry	37	38	39	40	41	42
Mtb UGM inh	.	-0.5	-0.2	-2.8	-0.7	-0.7
GDH-TPI counter	0	10	8	6	9	5
FBA Mtb inh	0	1	1	0	-7	-1
PrPC TRFRET	11	-5	18	1	0	-4
MazEF act	-16	-4	2	-16	-7	0
FadD28 binding	3.1	-5.1	-0.9	0.2	-0.9	-3.2
Rv3671c protease	.	-4	-10	-3	-6	18
BoNT F protease	-4	4	-1	-11	1	12
Mtb BioA inh	.	.	1.2	-8.2	.	0.3

Brought forward from above: two compounds; new compounds follow.
41. COc1ccc(C(=S)N2CCOCC2)cc1OS(=O)(=O)c1ccccc1[N+](=O)[O-]
42. Cc1noc(C)c1C(=O)OCC(=O)NCCc1ccccc1
43. COc1ccc(OCC(O)CN2CCN(CC(O)COc3ccc(OC)cc3)CC2)cc1 (stereo unspecified)
44. CCOC(=O)c1ccccc1NC(=O)C(C)Oc1ccccc1 (stereo unspecified)
45. O=c1cc(CSc2nc(NCc3ccccc3)c3ccccc3n2)nc2ccc(Cl)cn12
46. COc1cccc(C2/C(=C(\O)c3ccc4c(c3)OCCO4)C(=O)C(=O)N2CC2CCCO2)c1 (stereo unspecified)
47. CS(=O)(=O)NCc1nnc(SCc2c(F)cccc2Cl)o1
48. Cc1cc(C)c2[nH]c(=O)c(CN(Cc3nnnn3C3CCCC3)C3CCCCC3)cc2c1

assay / entry	41	42	43	44	45	46	47	48
Mtb UGM inh	-0.7	-0.7	-2.5	2.0	0.3	-1.4	3.1	.
GDH-TPI counter	9	5	-3	7	-2	13	-1	7
FBA Mtb inh	-7	-1	1	-1	-1	-3	5	-1
PrPC TRFRET	0	-4	0	-7	-5	1	-9	.
MazEF act	-7	0	8	0	-50	1	-11	4
FadD28 binding	-0.9	-3.2	-2.9	0.2	-2.1	-1.5	1.0	-1.0
Rv3671c protease	-6	18	.	3	-13	.	8	.
BoNT F protease	1	12	23	24	6	-8	-1	9
Mtb BioA inh	.	0.3	-0.3	0.9	2.7	-1.2	.	-0.3

49. CC(CS(=O)(=O)c1ccc2c(c1)NC(=O)CS2)C(=O)N1CCN(c2cccc(Cl)c2)CC1 (stereo unspecified)
50. O=C(COc1ccccc1)Nc1ccccc1N1CCN(c2ccc(F)cc2)CC1
51. O=C(Nc1ccccc1C(=O)NCC1CCCO1)c1ccccc1 (stereo unspecified)
52. CSc1cnc2c(=O)n(C)c(=O)[nH]c2n1

assay / entry	49	50	51	52
Mtb UGM inh	-1.1	0.0	-3.5	1.0
GDH-TPI counter	13	2	-3	23
FBA Mtb inh	1	3	-7	130*
PrPC TRFRET	-3	5	12	-3
MazEF act	-9	-1	8	3
FadD28 binding	-4.9	-0.5	-5.5	1.4
Rv3671c protease	-3	3	2	18
BoNT F protease	-6	-4	9	2
Mtb BioA inh	0.5	0.2	4.0	.

Not a hit list. About 4.8% of those tested had a hit in this group.
